GASC-1 inh: blocks human GASC-1 demethylase activity; GST-JMJD2C(1-420) H3K9me3 demethylation, DELFIA europium; inhibition, % at 2.35 µM; actives 0.069% (n = 330,000); Q9H3R0;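 active = more than half of a compound's replicate wells show inhibition beyond 50%, single wells judged on their own value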;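 note: signal counts dimethyl H3K9 product captured on neutravidin plate; 0% = median of DMSO wells and 100% = 0.3 times that DMSO median; strong numbers were not always called active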
Fh CTSL1 inh: cathepsin L1 inhibition, PFM18AAP counter-screen; recombinant F. hepatica cathepsin L1, Z-Leu-Arg-MCA fluorescence; inhibition, % at 5.96 µM; actives 0.49% (n = 300,000);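 active = inhibition above the mean of all tested compounds plus 3 SD, set per screening campaign, cut at about 17% in these data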;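 note: 0% = plate median of test compound wells and 100% = 1 µM Z-Phe-Ala-diazomethylketone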
HCV core dimer: blocks dimerization of HCV core protein | TR-FRET GST/Flag-core106 dimerization, 1536-well | inhibition, % at 5 µM | actives 0.33% (n = 300,000);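 active = inhibition above the mean of all tested compounds plus 3 SD, set per screening campaign, cut at about 45% in these data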
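Assay system: Tagged HCV core106 pair (GST and Flag) | Buffer or medium: KF-containing HEPES buffer, pH 7.45, DTT, CHAPS, BSA | Also added: Eu donor and XL665 acceptor anti-tag antibodies | Dosing: One concentration, 5 µM, in 0.5% DMSO | Timing: 4 h at 22.5 °C | Technique: TR-FRET 671 and 617 nm emission | Repeats: Singlicate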
procasp3 activ: activators of human procaspase-3 | AID 463141 | actives 0.11% (n = 330,000) | P42574 | recombinant procaspase-3 D3A, Ac-DEVD-pNA absorbance 405 nm | activation, % at 8.5 µM;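 active = activation above the mean of all tested compounds plus 3 SD, cut at about 21% in these data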;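 note: 0% = DMSO alone and 100% = DMSO wells spiked with extra 5 µM PC-3 D3A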
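Assay system – Procaspase-3 D3A mutant · Benchmarks – DMSO low control, extra-enzyme high control · Technique – 405 nm absorbance of p-nitroaniline, reads at 0 and 120 min · Doses – 8.5 µM nominal · Measure – % activation between DMSO and enzyme-spiked controls · Also added – Ac-DEVD-pNA chromogenic peptide substrate · Schedule – 1 h compound preincubation, 2 h substrate hydrolysis at 25 °C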
PP1 inh: counter-screen for PP5 inhibitors: inhibitors of human PP1-alpha; AID 2235; actives 0.9% (n = 320,000); inhibition, % at 6.7 µM; P62136; purified PP1alpha, OMFP fluorescence;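 active = inhibition above the mean inhibition of all tested compounds plus 3 SD, computed separately for each screening campaign, cut at about 15% in these data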
Target sequence (P62136 whole entry, looked up): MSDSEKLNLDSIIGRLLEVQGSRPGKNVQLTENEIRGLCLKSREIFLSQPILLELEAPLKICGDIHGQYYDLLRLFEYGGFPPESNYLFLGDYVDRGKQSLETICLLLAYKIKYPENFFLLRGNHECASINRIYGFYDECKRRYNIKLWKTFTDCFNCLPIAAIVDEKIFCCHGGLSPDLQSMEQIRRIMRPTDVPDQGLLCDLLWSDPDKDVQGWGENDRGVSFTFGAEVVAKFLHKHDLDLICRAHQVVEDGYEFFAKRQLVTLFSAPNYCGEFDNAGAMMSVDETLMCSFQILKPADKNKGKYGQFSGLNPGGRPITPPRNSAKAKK
procasp7 counter: activates human procaspase-7, counter-screen for procaspase-3 activators. P55210. recombinant procaspase-7, Ac-DEVD-pNA absorbance 405 nm; D23A/D198A/D206A triple mutant, cannot self-cleave; scale: DMSO 0, 5 µM enzyme 100. activation, % at 8.5 µM. actives 0.093% (n = 330,000);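 active = percent activation above the screen-wide mean plus 3 SD, cut at about 25% in these data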
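System: Procaspase-7 triple mutant (PC-7 D3A); measure: % activation from two-timepoint absorbance difference, scaled to controls; times: 1 h compound preincubation, 2 h substrate cleavage, 25 °C; also added: Ac-DEVD-pNA substrate, 400 µM as added; measured by: Epi-absorbance of released pNA at 405 nm, two timepoints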
Efflux pump mplx: inhibitors of Candida antifungal efflux pumps expressed in yeast | S. cerevisiae Candida pump triplex, Nile Red efflux | inhibition, % at 10 µM | actives 0.44% (n = 330,000);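 active = plate passing quality check with inhibition over a set limit, or well fluorescence over plate mean plus 4 SD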;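 note: Nile Red retained in pooled yeast measured as flow cytometry median fluorescence; 0% = buffer negative control and 100% = Enniatin B positive control; higher means more Nile Red kept so more efflux inhibition; some compounds called inactive have numbers as strong as hits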
PP5 inh: inhibitors of human protein phosphatase 5 (PP5); AID 1987; purified PP5c, OMFP substrate fluorescence; actives 0.18% (n = 320,000); inhibition, % at 6.7 µM; P53041;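 active = inhibition above the campaign's mean inhibition across all tested compounds plus 3 SD, cut at about 9.5% in these data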;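 note: 0% = DMSO only and 100% = 100 µM cantharidin control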
Target sequence (P53041 whole entry, looked up): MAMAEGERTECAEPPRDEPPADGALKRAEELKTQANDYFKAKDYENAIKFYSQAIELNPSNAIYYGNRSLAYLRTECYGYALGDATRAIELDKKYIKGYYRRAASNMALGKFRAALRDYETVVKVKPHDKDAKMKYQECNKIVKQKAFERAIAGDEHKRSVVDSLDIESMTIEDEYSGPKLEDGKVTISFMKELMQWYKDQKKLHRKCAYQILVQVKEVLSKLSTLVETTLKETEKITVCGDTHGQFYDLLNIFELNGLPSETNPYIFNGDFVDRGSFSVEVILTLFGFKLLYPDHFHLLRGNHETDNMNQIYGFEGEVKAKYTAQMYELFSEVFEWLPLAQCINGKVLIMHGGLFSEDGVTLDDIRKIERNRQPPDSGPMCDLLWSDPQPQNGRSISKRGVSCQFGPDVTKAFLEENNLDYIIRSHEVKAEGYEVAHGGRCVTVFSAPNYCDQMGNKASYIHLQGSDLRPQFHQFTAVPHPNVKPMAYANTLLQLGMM
TPT1 inh: inhibitors of Candida albicans tRNA 2'-phosphotransferase TPT1 | actives 0.81% (n = 300,000) | inhibition, % at 5 µM | recombinant caTPT1, FP RNA substrate dephosphorylation | AID 1962;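 active = inhibition above the mean of all tested compounds plus 3 SD, set per screening campaign, cut at about 24% in these data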;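 note: plate controls were DMSO alone for no effect and ferristatin control at 100 nM for full effect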
Numbers without * were called inactive; · = no result given; & = joins results of further samples.

Each structure is followed by: HCV core dimer, procasp3 activ, PP5 inh, procasp7 counter, Fh CTSL1 inh, TPT1 inh, PP1 inh, Efflux pump mplx, GASC-1 inh
(1) Cc1cc(C)nc(SCc2ccc(C(=O)N/N=C/c3cccnc3)cc2)n1
→ 7, -9, -2.0, 4, 1, 2, 0, 0.4, -1
(2) Cc1ccc(S(=O)(=O)N2CCOCC2)cc1C(=O)OCC(=O)N1CCCC1=O
→ ·, 7, ·, 5, ·, ·, ·, -0.2, -1
(3) C/C(=N\NC(=O)c1ccccc1)c1cc2cc([N+](=O)[O-])ccc2oc1=O
→ -1, -15, 2.4, -10, 5, -3, -1, -0.4, -1
(4) O=C(Nc1cc(Cl)ccc1Cl)c1noc2c1CCCC2
→ 8, 5, 1.5, 1, 1, -2, -4, 0.3, -4&-1
(5) Cc1cc(NC(=O)CN2CCN(C)CC2)no1
→ -2, -6, 1.3, 6, 4, 2, 6, 0.0, 10
(6) CCC(=O)Nc1ccc(C(=O)NNC(=O)c2ccc(C)cc2)cc1
→ 5, 1, 1.0, 6, -5, -2, 2, -0.1, 4
(7) COCc1c(C(=O)NCc2ccccc2CN2CCCC2)oc2ccccc12
→ ·, 10, 2.2, 1, ·, ·, 8, 0.0, -5
(8) O=C(COn1nnc2ccccc21)NCC1CCCCC1
→ -8, -4, 1.5, 7, -3, -3, -1, -0.1, -46
(9) Cc1c(Cl)cccc1Nc1nc(N)nc(CSC(=S)N2CCOCC2)n1
→ -11, -7, 4.8, 8, 0, -1, 0, 0.1, -8
(10) Nc1[nH]n(-c2ccccc2)c(=O)c1N=Nc1ccc2c(c1)OCO2
→ -28, -27, 3.8, -33, 7, -6, -3, -0.1, 2
(11) CC(=O)NS(=O)(=O)c1ccc(NC(=O)CC23CC4CC(CC(Br)(C4)C2)C3)cc1
→ 1, 1, 0.4, -4, 0, -1, 3, -0.3, 0
(12) CN(Cc1ccccc1)C(=O)CN1C(=O)c2ccccc2S1(=O)=O
→ 6, 10, 0.8, -2, -3, -2, 4, 0.1, -2
(13) Cc1nc(N2CCC(C)CC2)c2c(C)c(C(=O)Nc3ccccc3C(F)(F)F)sc2n1
→ -7, -6, 3.0, 5, -1, 1, 1, 0.4, -13
(14) CC(C)NC(=S)Nc1ccc2nc3n(c(=O)c2c1)CCCCC3
→ -5, 0, -0.4, 10, -1, 0, 0, -0.1, 3
(15) O=[N+]([O-])c1nn(-c2ccccc2)n(O)c1=NCCc1ccccc1
→ 7, -6, 2.0, 2, -2, 0, 0, -0.2, 3
(16) CC(C)C1Oc2ccccc2N(CC(=O)NCCCN2C(C)CCCC2C)C1=O (stereo unspecified)
→ -3, 3, 1.5, 3, -6, 0, 1, -0.4, 1
(17) CCC(=O)NC(c1ccc(N(C)C)cc1)c1c(O)ccc2ccccc12 (stereo unspecified)
→ -8, -2, 2.3, 4, -2, -4, -2, -0.1, -3
(18) Cc1ccc(S(=O)(=O)CCC(O)c2ccc(Cl)cc2)cc1 (stereo unspecified)
→ -11, 7, 0.7, 7, -2, -1, -2, -0.2, 0
(19) CCN(CC)S(=O)(=O)c1cccc(NC(=O)COC(=O)C2=COCCO2)c1
→ ·, 5, -0.9, -2, ·, ·, -3, 0.0, 0
(20) O=C(c1ccc(CS(=O)c2ccccc2Cl)o1)N1CCN(c2ccccc2)CC1 (stereo unspecified)
→ -14, 14, 3.1, 5, -3, -1, -2, -0.1, 6
(21) CN(C(=O)CSc1nc(N)cc(N)n1)C1CCS(=O)(=O)C1 (stereo unspecified)
→ -6, 13, -0.2, -9, 0, -5, -1, 0.0, -44
(22) CCOC(=O)c1c(NC(=O)C(C)NCc2ccco2)sc2c1CCC(C)C2 (stereo unspecified)
→ 0, 4, 2.5, -7, 1, -1, -1, 0.0, -6
(23) CCN1CCCC1CNC(=O)c1ccc(CS(=O)(=O)c2ccccc2C)o1 (stereo unspecified)
→ -1, 8, -0.5, 3, 3, 1, -3, -0.1, 1
(24) c1ccc(-c2cc(NCCN3CCCCC3)c3ccccc3n2)cc1
→ -6, -1, 1.3, -5, -2, -1, 0, 0.0, 7
(25) CC1CCCC(NC(=O)CCCn2c(=S)[nH]c3ccccc3c2=O)C1C (stereo unspecified)
→ 4, 7, 2.7, 7, 4, 2, -2, 0.6, -1
(26) COc1cc2cnc(Cl)nc2cc1OC
→ -7, -2, 3.6, 6, -1, 4, 1, 0.1, 3
(27) CCOc1cc(/C=N/NC(=O)c2ccncc2)ccc1OC(=O)c1ccco1
→ 2, -6, 0.3, -8, 1, -3, 2, 0.1, 0
(28) Cc1ccc(-c2cn3nc(C)c(C)nc3n2)cc1
→ 6, -9, 1.1, 3, 0, 5, -2, -0.2, 1
(29) Cc1ccc(NS(=O)(=O)Cc2ccccc2)cc1Cl
→ 1, 5, 3.1, -5, 1, -2, 0, -0.1, 0
(30) Cc1ccc(NC(=O)CCC(=O)c2cccs2)cc1
→ 3, -6, 0.6, -14, -1, 1, 3, 0.1, 18
(31) CCN=C1SC(CC(=O)NCc2ccccc2)C(=O)N1CC (stereo unspecified)
→ 7, -22, -0.9, -24, 1, 4, 1, 0.0, -9
(32) COc1ccc(C)cc1S(=O)(=O)N1CCN(C/C=C/c2ccccc2)CC1
→ ·, 10, 4.0, 5, ·, ·, -2, 0.2, -6
(33) Cc1cccc(NCC(=O)N/N=C\c2cccc(Oc3ccccc3)c2)c1
→ -1, 8, 5.3, -1, -4, -1, 4, 0.1, -3
(34) COC(=O)c1cccc(C23CC4(C2)[C@H](CN(Cc2ccc(C(F)(F)F)cc2)[C@@H]4c2ccccc2)C3c2ccccc2)c1 (stereo partly specified)
→ -3, 2, 2.0, -10, -2, 1, 5, 0.1, 10
(35) O=C(O)C1CC=CCC1C(=O)Nc1cc(Cl)ccc1Cl (stereo unspecified)
→ 0, -1, 1.5, 3, 4, 5, -2, 0.2, -2
(36) Cc1nc2ccccc2n2c(-c3ccccc3)c3c(=O)n(C)c(=O)n(C)c3c12
→ 1, 4, -0.8, 0, 0, -5, 0, 0.1, -11
(37) c1cncc(-c2nnc(SCc3cccc4ccccc34)o2)c1
→ 4, 10, 0.7, 0, -4, 1, 2, 0.5, 0
(38) CCn1nc(C)c(/C=N\NC(=O)c2cccc(OC)c2)c1C
→ 0, -7, 1.6, -13, 9, -3, 0, -0.1, -3
(39) CCOC(=O)c1ccccc1NC(=O)CSC(C)C(=O)Nc1cc(C)on1 (stereo unspecified)
→ -2, 13, -1.0, 5, 5, -1, -2, 0.1, 93
(40) C=CCn1c(SCC(=O)Nc2ccc(C(=O)OCC)cc2)nnc1-c1sc(N)nc1C
→ 2, 1, 2.8, 6, -6, -3, -2, 0.2, 9
(41) C=CCN1C(=O)c2ccc(C(=O)Nc3ccccn3)cc2C1=O
→ -3, 0, -0.7, 0, 1, -4, -2, -0.1, 3
(42) COC(=O)CC1(C(=O)OC)Oc2ccc(Br)cc2C(=O)N1c1cc(Cl)cc(Cl)c1 (stereo unspecified)
→ 6, 1, -0.9, 5, 0, -1, -2, -0.1, 0
(43) Cc1nn(-c2ccccc2)c(C)c1NC(=O)COC(=O)CCc1ccccc1
→ -6, 1, 1.8, 2, -5, -1, 0, -0.1, 11
(44) COc1ccccc1CNC(=O)COC(=O)c1cccnc1SCC(=O)NCc1ccccc1OC
→ 3, -2, 0.5, -10, -2, -5, 3, -0.1, 15
(45) CN(C)c1cc(-c2ccc(Br)cc2)oc(=O)c1Cl
→ -10, -7, 3.9, 3, 1, 0, 5, 0.1, 4
(46) COc1ccc(-c2csc3ncn(-c4ccccc4OC)c(=O)c23)cc1OC
→ -16, 9, 1.8, 12, -3, -5, 4, 0.4, 6
(47) CC(C)(C)NC(=O)NC(=O)CN1CCN(c2ccccc2)CC1
→ 3, 0, -1.6, -1, 0, -2, -4, -0.1, 9
(48) CCOC(=O)C1(Cc2ccccc2)CCCN(Cc2cccc(C(C)=O)c2)C1 (stereo unspecified)
→ 6, 1, -0.9, 5, -1, 2, -1, -0.1, 9
(49) O=C(CCCC(=O)N(CC(=O)NC1CCCCC1)CC1CCCO1)Nc1ccccn1 (stereo unspecified)
→ -4, -6, 1.4, 23, -1, -2, -4, -0.1, 30&8
(50) COc1ccc(/C=N/Nc2nncc3ccccc23)cc1
→ 0, 5, 1.7, -6, 52*, -3, -3, 0.0, 1

The results go on.
Each structure is followed by: HCV core dimer, procasp3 activ, PP5 inh, procasp7 counter, Fh CTSL1 inh, TPT1 inh, PP1 inh, Efflux pump mplx, GASC-1 inh
(51) CCOc1ccc2[nH]cc(C(=O)O)c(=O)c2c1
→ -4, -4, 0.2, 0, -4, -1, -9, -0.2, 4
(52) COCCn1nnnc1C(c1ccccc1OC)N1CCc2ccccc2C1 (stereo unspecified)
→ -3, 2, 0.5, 2, -2, -2, -1, -0.2, 1
(53) COc1ccc(S(=O)(=O)NCC2CCCO2)cc1NC(=O)c1ccccc1 (stereo unspecified)
→ -27, 4, 2.5, 0, 5, 3, -4, 0.0, 11
(54) COc1ccccc1N1CCN(S(=O)(=O)c2ccc3c(c2)oc(=O)n3C)CC1
→ 3, -7, 0.5, -6, -5, 3, 2, 0.1, 2
(55) O=C(CNC(=O)c1ccc(Br)cc1)NCc1cccnc1
→ -1, -5, 1.7, -2, -2, 1, -4, -0.3, 1
(56) O=C(CSc1nc2c(c(=O)n1-c1ccc(Cl)cc1)SCC2)Nc1ccc2c(c1)OCCO2
→ 37, 7, 1.6, -2, -1, 2, 6, 0.6, 4
(57) Cc1ccc(S(=O)(=O)N(C)CC(=O)N2CCCc3ccccc32)cc1
→ 0, 2, 1.2, 7, 2, -2, 0, 0.0, 1
(58) COc1ccc(N2CCN(S(=O)(=O)c3c(C)nc4scc(C)n4c3=O)CC2)cc1
→ -3, -6, -1.1, -6, -13, -6, 3, 0.3, -8

Bioassay records from PubChem BioAssay.
